Pol III holo inh – inhibitors of bacterial DNA polymerase III holoenzyme. reconstituted DNA polymerase III holoenzyme replication, biochemical. Potency, µM (highest dose often 57.1 µM), inactives show top-dose activity change, negative = inhibition. actives 0.25% (n = 71,000); also: potency is read from the fitted curve at half-maximal effect; % is scaled to controls: 0 for no effect and ±100 for the full control effect
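Reconstituted *E. coli* holoenzyme (0.35 nM Pol III, 1 nM beta, 154 nM SSB, 2 nM primase) was preincubated with compound for 15 min at RT. Synthesis on 1.4 nM ssM13Gori ran 35 min, then was stopped with PicoGreen/EDTA and read as dsDNA fluorescence.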
HADH2 inh – HADH2 (human) dehydrogenase inhibition; recombinant HADH2, NADH fluorescence, beta-hydroxybutyryl-CoA; Potency, µM (highest dose often 57.1 µM), for inactives: at the highest dose activity change, negative = inhibition, actives largely listed as inhibitors; actives 3.4% (n = 73,000); also: potency is read from the fitted curve at half-maximal effect; % is scaled to controls: 0 for no effect and ±100 for the full control effect; nearly all actives have a fitted effect of over 60% in size; many of its hits are not listed in these tables
Target sequence (Q99714 whole entry, looked up, one chain of several): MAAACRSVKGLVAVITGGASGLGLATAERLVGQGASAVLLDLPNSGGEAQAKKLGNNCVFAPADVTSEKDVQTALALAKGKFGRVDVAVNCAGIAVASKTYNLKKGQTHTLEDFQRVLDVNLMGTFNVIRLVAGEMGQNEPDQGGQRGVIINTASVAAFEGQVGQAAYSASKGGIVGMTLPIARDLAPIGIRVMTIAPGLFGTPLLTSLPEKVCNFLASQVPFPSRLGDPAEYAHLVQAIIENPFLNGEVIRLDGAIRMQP
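E. coli-expressed His-tagged HADH2 tested at 20 nM in alkaline Tris buffer (pH 9.0); oxidation of 90 uM beta-hydroxybutyryl-CoA with 1 mM NAD+ tracked fluorimetrically for 4 min.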
Rhodamine autofl – rhodamine region autofluorescence; Rhodamine-region fluorescence, 547/598 nm, Tris buffer; stronger effect = higher value; actives 0.05% (n = 59,000); AID 594; max dye-equivalent concentration, M; in the data active = max dye-equivalent concentration above about 11 nM; inconclusive = between about 1.1 nM and that limit
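Intensities are converted to rhodamine-equivalent concentration using a six-point rhodamine standard on each plate. Compounds sit 15 min at room temperature in 100 mM Tris buffer, pH 8.0; read uses the 547/598 nm excitation/emission pair.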
Fluorescein autfl – compound autofluorescence in fluorescein spectral region. Compound autofluorescence, 480/540 nm, fluorescein-equivalent; stronger effect = higher value. max fluorescein-equivalent concentration, M. actives 0.91% (n = 59,000). AID 593; in the data active = max fluorescein-equivalent concentration above about 10 nM; inconclusive = between about 1.1 nM and that limit
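Normalized response (dye-equivalent concentration) derives from comparing each well's 540 nm emission, under 480 nm excitation, with plate-resident fluorescein standards. Compounds were held in 100 mM Tris, pH 8.0, for 15 min at room temperature.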
Epigenetic mod – epigenetic modulators derepressing GFP locus in mouse cells; mouse C127i GFP locus derepression, cytometry, 30 h; Potency, µM (doses to about 46.1 µM), inactives show top-dose GFP derepression (activation); actives 0.09% (n = 68,000); also: % of control where 0% means no effect
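Derepression screen: silenced CMV-GFP reporter in murine C127i cells, 30 h compound incubation at 37 C, washed cells imaged by laser-scanning cytometer to enumerate GFP-expressing objects of 20 to 120 um.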
TexasRed autofl – Texas Red region autofluorescence. max dye-equivalent concentration, M. AID 587. actives 0.06% (n = 59,000). Compound fluorescence, Texas Red channel, 547/618 nm; stronger effect = higher value; in the data active = max dye-equivalent concentration above about 10 nM; inconclusive = between about 1.1 nM and that limit
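Dye-equivalent concentrations come from scaling compound signal (ex 547, em 618 nm) to six Texas Red standard concentrations run on every plate, after 15 min room-temperature incubation in pH 8.0 Tris (100 mM).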
ALOX15 inhib – blocks human 15-lipoxygenase activity. purified 15hLO-1, xylenol orange hydroperoxide absorbance. Potency, µM (doses to about 57.1 µM), for the others: at the highest dose activity change, negative = inhibition, most hits filed as inhibitors. actives 1.4% (n = 74,000). AID 887; also: potency is read from the fitted curve at half-maximal effect; % is scaled to controls: 0 for no effect and ±100 for the full control effect; nearly all actives have a fitted effect of over 55% in size
Target sequence (P16050 whole entry, looked up): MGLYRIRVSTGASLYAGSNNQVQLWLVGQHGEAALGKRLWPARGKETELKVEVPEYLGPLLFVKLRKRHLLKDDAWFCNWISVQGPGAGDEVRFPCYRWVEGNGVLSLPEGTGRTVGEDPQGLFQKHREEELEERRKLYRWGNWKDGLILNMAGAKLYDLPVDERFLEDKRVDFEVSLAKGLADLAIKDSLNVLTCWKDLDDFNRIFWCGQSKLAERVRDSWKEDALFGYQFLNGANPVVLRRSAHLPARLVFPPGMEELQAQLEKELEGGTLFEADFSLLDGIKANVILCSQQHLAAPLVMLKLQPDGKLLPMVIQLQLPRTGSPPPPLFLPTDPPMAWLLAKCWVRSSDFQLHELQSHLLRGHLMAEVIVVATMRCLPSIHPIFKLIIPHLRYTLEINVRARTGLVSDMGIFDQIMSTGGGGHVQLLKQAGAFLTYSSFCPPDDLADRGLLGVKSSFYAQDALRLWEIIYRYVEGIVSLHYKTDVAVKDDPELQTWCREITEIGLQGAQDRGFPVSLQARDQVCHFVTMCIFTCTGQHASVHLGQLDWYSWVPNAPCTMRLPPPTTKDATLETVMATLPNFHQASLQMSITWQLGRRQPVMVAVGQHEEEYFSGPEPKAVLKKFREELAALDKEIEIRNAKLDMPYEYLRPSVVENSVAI
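Quantitative HTS in 25 mM Hepes pH 7.5 containing 0.01% Triton X-100: human 15hLO-1 at 40 nM, arachidonic acid at 50 uM, 6 min turnover. Product quantified via ferrous oxidation/xylenol orange, 573:405 nm absorbance ratio.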
4MU fluor – compound fluoresces in the 4-MU spectral region; max dye-equivalent concentration, M; compound autofluorescence, 340/450 nm, 4-MU equivalents; stronger effect = higher value; actives 11% (n = 59,000); AID 589; in the data active = max dye-equivalent concentration above about 10 nM; inconclusive = mostly about 1.1 nM to 9.6 nM
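Compounds in 100 mM Tris, pH 8.0, sat 15 min at room temperature before fluorescence was read at 340 nm excitation/450 nm emission; a per-plate six-point 4-MU standard curve converted signals to dye-equivalent concentration at each compound concentration.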
Hsp90 Hop PPI – changes Hsp90-Hop TPR2A binding signal, up or down | actives 0.44% (n = 71,000) | Potency, µM (doses to about 57 µM), inactives show at the top dose activity change, negative = inhibition | AlphaScreen TPR2A-His6 binding biotin-Hsp90 C-terminal peptide; active = well fitted curve in either direction with a large enough effect; inconclusive = small, poorly fitted or top-dose-only effect, or another doubt; also: potency is read from the fitted curve at half-maximal effect; % is scaled to controls: 0 for no effect and ±100 for the full control effect; many of its hits are not listed in these tables
Ub-GFP proteasome – proteasome inhibitors stabilizing ubiquitin-GFP reporter; Ubiquitin-GFP reporter cells, proteasome inhibition, GFP fluorescence; response scale: untreated = 0%, 10 µM MG-132 = 100%; Potency, µM (highest dose often 45.9 µM), for the others: top-dose activation (GFP accumulation), usual class: activators; 67,000 tested, under 10 active; AID 526; active = well fitted activation curve with a large enough effect, not every such curve was filed as active; inconclusive = small, poorly fitted or top-dose-only effect, or another doubt; inactive = no such curve, though single readings can be large or run the other way; also: potency is read from the fitted curve at half-maximal effect
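Proteasome blockade was scored as a rise in GFP-expressing U2OS cells carrying a ubiquitin(G76V)-GFP construct, imaged after 4 hr compound treatment at 37 °C across a 46 uM–2.9 nM series.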
HBB splice mod – hemoglobin beta splicing modulation; AID 925; Potency, µM (highest dose often 46.1 µM), inactives show at the top dose activation, usual class: activators; actives 0.06% (n = 65,000); HBB splicing reporter cell assay, activation; EGFP reporter with mutant IVS2-654 intron; response scale: normalised to 500 nM splice-correcting PNA; also: potency is read from the fitted curve at half-maximal effect; 0% is about no effect
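HeLa cells stably expressing EGFP interrupted by mutant beta-globin intron 2 (IVS2-654), 500/well in 2% FCS. Treated with compound for 2 days at 37C. Splicing correction scored as total well GFP intensity (488 nm excitation, 500-520 nm emission); 500 nM antisense PNA served as control.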
Numbers without * were called inactive; i = inactive; ? = inconclusive; · = not tested or not shown; [ ] = another dose, or the depositor's remark. Unless noted, calls follow the shape of the dose curve; as a rule, active = well fitted curve in the direction sought with a large enough effect; inconclusive = small, poorly fitted or top-dose-only effect, or another doubt; inactive = no such curve, though single readings can be large; an effect the other way counts as inactive or inconclusive. These rows are one share of the data (hit frequency here may not be typical).

SMILES	Pol III holo inh	HADH2 inh	Rhodamine autofl	Fluorescein autfl	Epigenetic mod	TexasRed autofl	ALOX15 inhib	4MU fluor	Hsp90 Hop PPI	Ub-GFP proteasome	HBB splice mod
Cc1cc2ncn(S(=O)(=O)N3CCOCC3)c2cc1C	7%	10%	i	?	-3%	i	2%	i	-3%	-4%	-1.3%
CCCCC(=O)Nc1cccc(-c2cn3ccsc3n2)c1	-5%	7%	i	i	-1%	i	0%	i	-4%	-2%	-1.2%
Fc1cccc(-c2cc3nc4c(c(N5CCC6(CC5)OCCO6)n3n2)CCCC4)c1	1%	?	i	?	-1%	i	-14%	9.5e-08M*	5%	1%	-0.5%[57.5 µM]
O=C(NC1CC1)c1ccc(S(=O)(=O)NC2CCCCCC2)cc1	-2%	3%	i	i	-3%	i	10%	i	0%	6%	0.0%[57.5 µM]
CSc1nc(C)cc(NC(N)=O)n1	-8%	2%	i	i	2%	i	7%	i	?	-8%	·
CCCOc1ccc(Cl)cc1CN1CCOCC1	·	·	i	i	0%[20.6 µM]	i	·	i	·	·	·
COc1ccc(C(=O)C(CN2CCCC2)c2ccccc2)cc1 (stereo unspecified)	·	·	i	?	23%[20.6 µM]	i	·	i	·	·	·
Nc1nc(NCc2ccccc2)nc(-c2ccccc2)n1	-3%	-4%	i	i	0%	i	-6%	i	-2%	2%	-0.3%
COCC(=O)N1CCC2(CCCN(c3ccccc3)C2)CC1	1%	1%	i	?	2%[9.22 µM]	i	-8%	i	-4%	-4%	2.0%
COc1ccc(NC(=O)C23CCC(C)(C(=O)C2)C3(C)C)cc1 (stereo unspecified)	3%	-5%	·	·	-2%	·	-4%	·	0%	-4%	0.1%[9.22 µM]
[O-]/[N+](=C\c1ccncc1)c1ccccc1	-2%	-25%	i	?	0%	i	9%	i	-4%	1%	0.4%
COc1ccc(S(=O)(=O)N(C)CC(=O)NC2CCCCC2)cc1OC	-6%	7%	i	i	5%	i	-2%	i	?	1%	-0.2%
Cc1ccc(S(=O)(=O)N2CCC(C(=O)N[C@@H](C)C(=O)NCC3CCCO3)CC2)cc1 (stereo partly specified)	3%	2%	i	i	3%	?	-1%	i	2%	0%	1.3%
C=CCOC(=O)c1[nH]c2c(c1C)C(=O)CC(c1ccco1)C2 (stereo unspecified)	-11%	0%	·	·	-4%	·	-15%	·	-5%	6%	-1.2%
COc1cc(C(=O)OCCN2CCOCC2)ccc1O	0%	1%	i	?	-2%	i	2%	i	-1%	-3%	3.6%[57.5 µM]
COC(=O)C(C#N)C(=C1C(=O)CC(C)(C)CC1=O)c1ccc(O)cc1 (stereo unspecified)	-6%	-12%	·	·	2%	·	-3%	·	1%	0%	-0.4%[9.22 µM]
Cc1noc(C)c1CSc1ccccc1C(=O)N1CCN(c2ccccc2)CC1	-2%	6%	i	i	0%	i	-12%	i	-3%	-4%	-2.1%
Cc1nn2c(-c3ccc(Cl)cc3)nnc2s1	·	·	i	?	0%[20.6 µM]	i	·	i	·	·	·
COc1cc(OC)cc(C(=O)NC(C(=O)NCCN(C)C)C23CC4CC(CC(C4)C2)C3)c1 (stereo unspecified)	2%	3%	i	?	0%	i	-7%	i	-2%	-3%	-2.8%
CN1CCc2cc3c(cc2C(=O)Cc2ccc4c(c2C1)OCO4)OCO3	-5%	0%	i	i	-2%[9.22 µM]	i	7%[25.6 µM]	i	-4%	3%	·
CCCCCCN(C(=O)CCCCCN1C(=O)NC(c2cccc([N+](=O)[O-])c2)C(C(=O)OCc2ccccc2)=C1C)C(C(=O)NCCCC)c1ccc(OCC(=O)OC)c(C(=O)OC)c1 (stereo unspecified)	-2%	-9%	·	·	·	·	-7%	·	-8%	·	-0.9%
Cc1ccc2c(c1)NCCO2	-7%	-15%	i	?	3%	i	-15%	i	-20%	-3%	-1.0%
COc1ccc(CN(Cc2cc3cc4c(cc3[nH]c2=O)OCO4)C(=O)NC2CCCCC2)cc1	-1%	?	i	?	4%	i	16µM*	1.4e-07M*	1%	0%	-0.4%[57.5 µM]
Cc1ccccc1-c1nc(N(C)C)c2ccccc2n1	-30%	3%	i	i	3%[9.22 µM]	i	0%	i	-2%	4%	-0.3%
CC(=O)c1cccc(NC(=O)C2CCCN(S(=O)(=O)c3ccc(F)cc3)C2)c1 (stereo unspecified)	-2%	1%	i	?	3%	i	-8%	i	-5%	4%	1.1%
CCC(=O)N1c2ccccc2-c2nnc(SC)nc2OC1c1ccc(N(C)C)cc1 (stereo unspecified)	-1%	-10%	·	·	·	·	2%	·	-6%[2.3 µM]	6%	0.0%
O=C(c1ccncc1)N1CCC2(CC1)CN(c1ccccc1)C2	0%	-4%	i	i	-1%[9.22 µM]	i	6%	i	-9%	-11%	1.6%
COC(=O)c1c(C)oc2ccc(NS(=O)(=O)c3cc(OC)ccc3OC)cc12	-1%	5%	i	i	0%	i	-13%	i	-3%	-1%	-0.6%
CCOc1cc2c(C#N)c(N3CCOCC3)nc(N)c2c(N)n1	-7%	-15%	i	?	-1%	i	-1%	5.8e-07M*	2%	1%	0.8%
Cc1ccccc1N=C1Nc2ccccc2CS1	-6%	0%	i	i	1%	?	-1%	i	-2%	-5%	-0.4%
CCn1c(CSc2nc(C)cs2)nc2cc(S(=O)(=O)N(C)C)ccc21	-4%	-12%	i	?	3%	i	3%	?	-3%	-5%	-0.4%[57.5 µM]
Cn1c(=O)n(Cc2ccccc2F)c2ccccc21	2%	2%	i	i	1%	i	-1%	?	6%	14%	-0.7%
Cc1cc(NC(=O)CSc2nc3ccsc3c(=O)n2NC(=O)c2ccccc2)no1	-1%	9%	i	?	2%	i	3%	i	0%	·	-2.6%[0.369 µM]
c1ccc2c(NC3CCNCC3)nc(-c3ccoc3)nc2c1	-16%	-8%	i	?	11%[9.22 µM]	i	-8%	i	-10%	-5%	1.6%
COc1cccc(NC(=O)NC2(C(F)(F)F)Oc3ccccc3O2)c1	-2%	?	i	i	1%	i	-23%	1.3e-07M*	-11%	-6%	-3.1%
Clc1ccc(Sc2oc(/C=N/n3cnnc3)cc2Br)cc1	-3%[11.4 µM]	-16%[11.4 µM]	·	·	0%	·	-14%[11.4 µM]	·	-8%[11 µM]	9%[9.17 µM]	-3.4%[0.0738 µM]
O=C(Nc1nccs1)c1nc(-c2ccccc2)n(-c2ccccc2)n1	0%	-4%	i	?	0%	i	16%	?	-2%	-1%	-3.1%
CC(=O)N1c2c(cc(Br)cc2S(=O)(=O)N2CCN(C(=O)c3ccco3)CC2)CC1C (stereo unspecified)	-3%	-14%	i	i	3%	i	2%	i	-4%	2%	-1.1%
O=S(=O)(NCc1ccccc1)c1cnc[nH]1	-7%	-3%	i	i	-1%	i	0%	i	1%	4%	-1.7%
CC(C)(C)n1ncc2c(=O)n(CC(=O)OCc3ccccc3)cnc21	-2%	0%	i	i	0%	i	-2%	?	3%	-6%	2.7%

Reformatted: seven of the compounds above.
Fields – Pol III holo inh, HADH2 inh, Rhodamine autofl, Fluorescein autfl, Epigenetic mod, TexasRed autofl, ALOX15 inhib, 4MU fluor, Hsp90 Hop PPI, Ub-GFP proteasome, HBB splice mod
- CCn1c(CSc2nc(C)cs2)nc2cc(S(=O)(=O)N(C)C)ccc21
  -4%, -12%, i, ?, 3%, i, 3%, ?, -3%, -5%, -0.4%[57.5 µM]
- Cn1c(=O)n(Cc2ccccc2F)c2ccccc21
  2%, 2%, i, i, 1%, i, -1%, ?, 6%, 14%, -0.7%
- Cc1cc(NC(=O)CSc2nc3ccsc3c(=O)n2NC(=O)c2ccccc2)no1
  -1%, 9%, i, ?, 2%, i, 3%, i, 0%, ·, -2.6%[0.369 µM]
- c1ccc2c(NC3CCNCC3)nc(-c3ccoc3)nc2c1
  -16%, -8%, i, ?, 11%[9.22 µM], i, -8%, i, -10%, -5%, 1.6%
- COc1cccc(NC(=O)NC2(C(F)(F)F)Oc3ccccc3O2)c1
  -2%, ?, i, i, 1%, i, -23%, 1.3e-07M*, -11%, -6%, -3.1%
- Clc1ccc(Sc2oc(/C=N/n3cnnc3)cc2Br)cc1
  -3%[11.4 µM], -16%[11.4 µM], ·, ·, 0%, ·, -14%[11.4 µM], ·, -8%[11 µM], 9%[9.17 µM], -3.4%[0.0738 µM]
- O=C(Nc1nccs1)c1nc(-c2ccccc2)n(-c2ccccc2)n1
  0%, -4%, i, ?, 0%, i, 16%, ?, -2%, -1%, -3.1%

Bioassay records: PubChem, National Center for Advancing Translational Sciences (NCATS)
